# Source: PubChem (Icahn School of Medicine at Mount Sinai)
# ROC1-CUL1 inh – inhibitors of human ROC1-CUL1 ubiquitin ligase activity; inhibition, % at 10 µM; actives 0.6% (n = 140,000); in vitro K48 di-Ub FRET, acceptor:donor ratio, 45 min; in the data active means inhibition above about 25%
# Target sequence (P62877 whole entry, looked up): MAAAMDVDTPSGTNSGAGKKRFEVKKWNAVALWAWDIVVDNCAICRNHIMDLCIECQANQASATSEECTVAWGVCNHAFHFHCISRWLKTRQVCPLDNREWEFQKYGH
# Target sequence (Q13616 whole entry, looked up): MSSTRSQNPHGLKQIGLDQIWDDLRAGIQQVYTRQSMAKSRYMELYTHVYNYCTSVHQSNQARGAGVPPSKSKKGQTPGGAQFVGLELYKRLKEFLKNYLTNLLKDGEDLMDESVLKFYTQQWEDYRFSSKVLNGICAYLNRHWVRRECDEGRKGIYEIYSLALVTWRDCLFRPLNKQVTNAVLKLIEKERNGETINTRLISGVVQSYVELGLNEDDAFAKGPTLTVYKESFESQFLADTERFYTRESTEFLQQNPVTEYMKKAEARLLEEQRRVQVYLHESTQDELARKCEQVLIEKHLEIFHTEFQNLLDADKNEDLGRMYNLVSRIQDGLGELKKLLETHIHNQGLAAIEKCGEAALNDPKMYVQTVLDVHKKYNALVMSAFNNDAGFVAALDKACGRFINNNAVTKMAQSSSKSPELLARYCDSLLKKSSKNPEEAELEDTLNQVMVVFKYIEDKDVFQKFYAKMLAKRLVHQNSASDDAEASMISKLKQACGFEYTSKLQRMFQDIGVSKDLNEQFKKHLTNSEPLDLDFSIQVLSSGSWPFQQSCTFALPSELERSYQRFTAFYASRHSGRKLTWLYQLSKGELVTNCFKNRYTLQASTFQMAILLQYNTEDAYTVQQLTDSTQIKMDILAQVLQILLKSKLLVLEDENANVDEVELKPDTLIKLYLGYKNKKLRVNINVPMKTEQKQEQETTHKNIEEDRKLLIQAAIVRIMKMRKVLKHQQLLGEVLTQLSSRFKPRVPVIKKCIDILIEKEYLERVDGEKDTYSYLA
# Numbers without * were called inactive; & = joins results of further samples. Some of the compounds tested; the hit share may differ from the screen's.
SMILES,ROC1-CUL1 inh
CC(=O)c1ccc(NS(=O)(=O)c2ccc(C)c(S(=O)(=O)Nc3ccc(C(C)=O)cc3)c2)cc1,4
Cc1ccn2c(Nc3ccc4c(c3)OCCO4)c(-c3ccc(C)s3)nc2c1,-11
CC1(C)CC(=O)C/C(=N/NC(=O)c2cc3ccccc3cc2O)C1,-2
COc1ccc(CC2(CCC(=O)N3CCCC(COc4ccccc4F)C3)CCC(=O)N2)cc1 (stereo not drawn),3
O=C(CSc1ncnc2sc3c(c12)CCC3)c1ccccc1,-1
Cc1cc(CN(C)C(=O)CC(c2ccccc2)c2ccc(Cl)cc2)n[nH]1 (stereo not drawn),-10
O=C(Nc1nc2ccccc2s1)c1ccc(C(F)(F)F)cc1,1
OCC1(Cc2ccccc2)CCCN(Cc2ncc[nH]2)C1 (stereo not drawn),-1
CC1(C)CCc2nc(SCc3ccccc3)c(C#N)cc2C1,-4
c1ccc(-c2nn3c(-c4ccncc4)nnc3s2)cc1,2
O=C(O)[C@]1(c2ccccc2)CC[C@H](Nc2ccccc2)C1,11
CN1CCN(c2cnn(CC(=O)Nc3cc(-c4ccccn4)nn3C)c(=O)c2)CC1,3
Cc1ccc(CNC(=O)C2C=Nc3ccc(S(=O)(=O)Nc4ccc(C(C)C)cc4)cc3C2=O)cc1 (stereo not drawn),-2
CCOC(=O)CSc1ncnc2c1sc1nc(-c3ccccc3)nc(C)c12,-7
CC(=O)c1ccc(NC(=O)CSc2nnc(Cn3nnc(-c4ccccc4)n3)n2-c2ccccc2)cc1,-5
COc1ccc(-c2ccc(CCC(=O)O)n2-c2ccccc2C(F)(F)F)cc1,-9
C1=CC2c3c(ccc4ccccc34)NC(c3cccc4ccccc34)C2C1 (stereo not drawn),-6
CC1(C)CC(=O)C2C(=Nc3ccccc3N(C(=O)C(F)(F)F)C2c2ccccc2Cl)C1 (stereo not drawn),-6
Cc1ccc(NS(=O)(=O)c2ccccc2)nc1,-2
CC1CCN(S(=O)(=O)c2ccc(NC(=O)CCCc3ccccc3)cc2)CC1,10
CC1=NC(=S)NC(c2ccc(Br)cc2)C1C(=O)Nc1ccc(Cl)cc1 (stereo not drawn),-11
O=C(Nc1nc(-c2ccccc2)cs1)Oc1ccccc1,-6
Cc1cc(-c2ccc(S(=O)(=O)NCc3ccccc3Cl)s2)on1,10
CC(=O)c1c(-c2ccccc2)cn2ccccc12,1
CCOc1ccc(C(=O)NC(CC)c2ccccc2)cc1 (stereo not drawn),11
# The list continues.
SMILES,ROC1-CUL1 inh
Cc1cc(N2C(=O)NC(=O)/C(=C\c3ccc(F)cc3)C2=O)ccc1Br,0
CS(=O)(=O)Nc1ccc(Cl)cc1Cl,3
CCOc1ccc(C#Cc2ccc(C)cc2)cc1,0
Cc1c(N2C(=O)c3ccc(C(=O)O)cc3C2=O)c(=O)n(-c2ccccc2)n1C,-8
Cc1nnc(SCc2ccc(Br)cc2)n1N,-5
Cc1ccc(-c2cc(NC(=O)COc3ccc(Cl)c(C)c3)on2)cc1,-11
CCc1[nH]nc2c1C(c1cc(OC)c(O)c(OC)c1)C(C#N)C(=N)O2 (stereo not drawn),6
CN(C)c1cnn(CC(=O)N2CCC3(C=Cc4ccccc43)CC2)c(=O)c1,1
CCOc1ccc(NC(=O)CN2CCCc3ccccc32)cc1,-1
O=C1c2ccccc2C2=Nc3cccc4cccc(c34)N12,-7
CCOC(=O)C1C(C)=NC(=O)NC1c1cc(O)ccc1Cl (stereo not drawn),11
CCN1CCN(C(=O)C(C)(C)Oc2cc(Cl)ccc2Cl)CC1,-1
CCOC(=O)CN(C(=O)CSc1nnc(-c2ccncc2)n1C)c1ccc(Cl)cc1,10
OCC1c2ccccc2-c2ccccc21,6
CC(C)c1ccccc1NC(=O)c1sc2ncccc2c1N,10
CCOc1ccccc1NC(=O)c1ccccc1I,-7
CCS(=O)(=O)N1CCc2cc(C(=O)Nc3cc(Cl)ccc3C)ccc21,2
CC1CCN(C(=O)c2cc3n(n2)C(C(F)(F)F)CC(c2ccccc2)N3)C(C)C1 (stereo not drawn),-8
COc1cccc(C=C2C(=O)NC(=S)NC2=O)c1OCc1ccccc1Cl,-10
Cc1c(C(=O)N(C)C(C)C)sc2ncnc(NC[C@H]3C[C@@H]4C=C[C@H]3C4)c12,-4
CCc1cccc(C)c1NS(=O)(=O)c1c(C)nc2sccn2c1=O,0
O=C(O)CN1C(=O)C(=O)c2cc(Br)ccc21,-4
O=C(NCCN1CCOCC1)c1cc(=O)c2cc(Cl)ccc2[nH]1,8
C/C=C(\C)CN1CCCC(N2CCN(c3ccc(F)cc3)CC2)C1 (stereo not drawn),13
CC(C)COc1ccc2c(c1)c1c3n2CCNC3CCC1 (stereo not drawn),0
# (further entries)
SMILES,ROC1-CUL1 inh
CCOC(=O)c1c(-c2ccc(Cl)cc2)csc1NC(=O)C(C)C,-5
CNC(=O)c1cc2c(n(-c3ccc(C)cc3)c1=O)CC(C)(C)CC2=O,-9
C=CCOc1c(Br)cc(C2C3=C(CCCC3=O)OC(=N)C2C#N)cc1OC (stereo not drawn),3
CCOC(=O)C1(CCOC)CCN(Cc2cn[nH]c2-c2cc(C)ccc2C)CC1,5
COc1ccc(OCc2nnc(SCC(=O)Nc3ccc(C)c(Cl)c3)n2C)cc1,3
COC(=O)C(CCSC)NC(=O)c1cc2c(n(-c3ccc(C)cc3)c1=O)CC(C)(C)CC2=O (stereo not drawn),8
CC1=Nc2nc(-c3ccccc3)nn2C(c2ccccn2)C1C(=O)Nc1cccnc1 (stereo not drawn),6
CC(CN1CCN(C)CC1)OC(=O)c1ccccc1F (stereo not drawn),7
O=C1c2cccc3cccc(c23)C(=O)N1c1cccc(O)c1,6
CC1(C)C2CCC(C2)[C@@]1(C)c1ccccc1O (stereo partly drawn),-1
CC1=NC(=S)NC(c2ccccc2)C1C(=O)Nc1ccc(Br)cc1 (stereo not drawn),-4
C=CCN(CC=C)S(=O)(=O)c1ccc(NC(=O)c2ccccc2Cl)cc1,-6
COc1ccc(CCNC(=O)c2oc3ccc(C)cc3c2C)cc1OC,1&-8
O=C(OCc1c(Cl)cccc1Cl)c1ccc(Br)o1,1
O=C(NCc1ccccn1)c1ccc(OC2CCN(C3CCOCC3)CC2)cc1,-8
COc1ccc(OC)c(C2CC(=O)c3c([nH]c(C(=O)OCc4ccc(C)cc4)c3C)C2)c1 (stereo not drawn),-9
COc1ccc(C(=O)N/N=C(\C)C2C3C=CC(C3)C2(C)C)cc1 (stereo not drawn),-1
COCCN1CCC(CN(CC2CCCO2)C(=O)C2CCOCC2)CC1 (stereo not drawn),-3
COc1ccc(N(C)C(=O)c2nn(-c3ccc(C)cc3)c(=O)n(C)c2=O)c(OC)c1,-4
O=S(=O)(NCc1ccc2c(c1)OCO2)c1ccc(F)c(Cl)c1,-5
O=c1oc2ccccc2cc1-c1nnc(NC2CCCCC2)s1,1
Cc1nn(Cc2ccc(C(=O)Nc3cccc(Br)c3)o2)c(C)c1Br,-4
COc1cc(OC)c(NS(=O)(=O)c2c(C(=O)N3CCC(C)CC3)c(C)n(C)c2C)cc1Cl,-5
NC(=O)CSc1nnc(-c2cccnc2)n1-c1ccccc1,0
COc1cc(OC)c(Nc2nc3ccc(C(=O)c4ccccc4)cc3n3c(C)nnc23)cc1Cl,-2
# Later entries.
SMILES,ROC1-CUL1 inh
O=C(COc1ccc([N+](=O)[O-])cc1)Nc1nc2c(s1)CCCC2,-2
COc1ccc(CNC(=O)C(=O)NCC(c2ccc3c(c2)OCO3)N2CCOCC2)cc1 (stereo not drawn),6
CC(=O)OC1=C(c2c(C)cc(C)cc2C)C(=O)c2ccccc21,4
CCCn1c(=O)c2c(nc3n(-c4cccc(OC)c4)c(C)c(C)n23)n(C)c1=O,2
Cc1nc(C)c(-c2csc(Nc3cccc(O)c3)n2)s1,-2
CCOC(=O)C1CCN(C(=O)Nc2ccc3c(c2)nc(C)n3C)CC1,-1
CC(=O)Nc1ccc(OS(=O)(=O)c2ccc3ccccc3c2)cc1,-1
CCOC(=O)c1ccc(Oc2cc(C)nc(SC)n2)cc1,-5
Cc1ncc(CN2CCCC2C(=O)Nc2cccc(-c3ccc(F)cc3)c2)[nH]1 (stereo not drawn),-7
O=C(CSc1nc2ccccc2n1Cc1ccc(Cl)cc1)N/N=C\c1ccccn1,-6
O=C(NC(=S)Nc1ccc(N2CCCCC2)c(Cl)c1)c1ccc2c(c1)OCCO2,-4
O=C1CSc2ccccc2N1Cc1cccc(Cl)c1,2
O=C1NN(c2ccccc2)C(=O)/C1=C/c1ccccc1OCc1ccc(Cl)c(Cl)c1,17
c1ccc(-c2csc(N3CCN(c4ncccn4)CC3)n2)cc1,5
CCNc1ncc2nc(C(=O)O)c(=O)n(CC)c2n1,-3
CCCN1C(=O)S/C(=C\c2cc(Br)ccc2OCC)C1=O,0
O=C(C(C(F)(F)F)C(F)(F)F)N1CCN(Cc2ccccc2)CC1,53*
COc1ccc(CNS(=O)(=O)Cc2ccc(Cl)cc2)cc1,5
CCOc1ccccc1NC(=S)NC(=O)c1ccc(OC)cc1,-8
CCOC(=O)c1c(C)[nH]c(CCC(=O)Nc2ccc(N(CC)CC)cc2C)c1C,-3
CC(=O)c1ccc(NC(=O)CCc2nc(-c3ccc(C)cc3)no2)cc1,-9
COc1ccc(C(=O)N2CCCCC2)cc1S(=O)(=O)N1CCCCC1,5
CCOc1ccc(NC(=O)CCc2nc3cccnc3n2Cc2ccc(OC)cc2)cc1,6
Cc1nc2ccc(C(=O)N3CCC(C(Cc4ccccc4)N(C)Cc4cccnc4)CC3)cc2nc1C (stereo not drawn),2
CCc1noc(C)c1C(=O)NC1CCCCCCC1,9

# Random excerpt: 3 compounds from above
SMILES,ROC1-CUL1 inh
CCOC(=O)C1CCN(C(=O)Nc2ccc3c(c2)nc(C)n3C)CC1,-1
CCOc1ccccc1NC(=S)NC(=O)c1ccc(OC)cc1,-8
CC(=O)c1ccc(NC(=O)CCc2nc(-c3ccc(C)cc3)no2)cc1,-9

# The main list resumes, repeating the five entries before the break.
SMILES,ROC1-CUL1 inh
CC(=O)c1ccc(NC(=O)CCc2nc(-c3ccc(C)cc3)no2)cc1,-9
COc1ccc(C(=O)N2CCCCC2)cc1S(=O)(=O)N1CCCCC1,5
CCOc1ccc(NC(=O)CCc2nc3cccnc3n2Cc2ccc(OC)cc2)cc1,6
Cc1nc2ccc(C(=O)N3CCC(C(Cc4ccccc4)N(C)Cc4cccnc4)CC3)cc2nc1C (stereo not drawn),2
CCc1noc(C)c1C(=O)NC1CCCCCCC1,9
O=C(Cn1cc(C(=O)C(F)(F)F)c2ccccc21)N1CCCC1,0
CC(C)(C)c1ccc(-c2nnnn2-c2cccc(Cl)c2)cc1,-11
O=c1[nH]nc(SCc2ccc(F)cc2)c(=O)[nH]1,-2
COc1ccccc1N1C[C@@H]2C[C@@H](c3ccco3)N3CCC[C@@]23C1=O,1
CCN1CC=C2C(C#N)C(=N)C(C#N)(C#N)C(c3cccc(F)c3)C2C1 (stereo not drawn),47*
COc1cccc(NC(=O)COc2ccc3oc4c(c3c2)CCCC4)c1,6
CCCOc1ccccc1/C=N/NC(=O)COc1ccc(C(C)(C)C)cc1C,-1
Clc1ccccc1CSc1nnc(-c2ccco2)c(-c2ccco2)n1,101*
COc1ccc(C2CC(=O)C3=C(C2)NC(=O)CC3c2ccccc2)cc1 (stereo not drawn),20
O=C(CSc1nnc2[nH]c(=O)cc(-c3ccccc3)n12)Nc1ccc(F)cc1F,-2
COc1cc(C)c(/C=N/NC(=O)CNC(=O)COc2ccc(Cl)cc2)cc1C(C)C,-2
C=CCn1c(-c2cccnc2)nn(CN2CCN(c3ccccn3)CC2)c1=S,-3
N#CC1C(=N)OC2=C(C(=O)CCC2)C1c1ccncc1 (stereo not drawn),-5
Cc1ccc(Cn2c(CN3CCC(C(=O)O)CC3)cc3ccccc32)cc1,-4
O=C(COc1ccccc1F)N1CCN(c2ccccc2F)CC1,0
O=C(O)/C=C/c1ccccc1OCc1ccc(Cl)cc1,1
CCOc1ccccc1NC(=O)C1C(C)=NC(=S)NC1c1ccccc1OC (stereo not drawn),9
CC1(C)CC(NC(=O)NC23CC4CC(CC(C4)C2)C3)CC(C)(C)N1,5
COCCN1CCC(CN(Cc2ccncc2)Cc2csc(C(C)=O)c2)CC1,-4
CN1C2CCC1/C(=C/c1cc(Br)cs1)C(=O)/C2=C\c1cc(Br)cs1,-9
Cc1ccc2nc(-c3ccc(N4C(=O)CC(NCCc5c[nH]c6ccccc56)C4=O)cc3)sc2c1 (stereo not drawn),-3
O=C1CC(c2csc(C3C(=O)OCC34CCCCC4)n2)C2(CCCCC2)O1 (stereo not drawn),10
CCN1C(=O)C(C(=O)NNS(=O)(=O)c2ccc(Br)cc2)C(=O)c2ccccc21 (stereo not drawn),6
C=CCOc1ccc(/C=C2\C(=O)N(CCCCl)C(=O)N(C3CCCCC3)C2=O)cc1,3
CCCCN(CC#CCC1CC(COCCC)OC1=O)CCCC (stereo not drawn),-11
CC(C)(C)c1ccc(C(=O)NCCSc2ccccc2)cc1,-1

# Some of the entries so far, field by field:
structure: O=C1CC(c2csc(C3C(=O)OCC34CCCCC4)n2)C2(CCCCC2)O1 (stereo not drawn)
  ROC1-CUL1 inh = 10

structure: CCN1C(=O)C(C(=O)NNS(=O)(=O)c2ccc(Br)cc2)C(=O)c2ccccc21 (stereo not drawn)
  ROC1-CUL1 inh = 6

structure: C=CCOc1ccc(/C=C2\C(=O)N(CCCCl)C(=O)N(C3CCCCC3)C2=O)cc1
  ROC1-CUL1 inh = 3
